# PAD4 FP inh – human PAD4 inhibitors, primary screen, biochemical, fluorescence polarization, 1536-well format; Protein-arginine deiminase type-4 (Homo sapiens), Q9UM07; recombinant PAD4, RCA probe fluorescence polarization; inhibition, % at 6.36 µM; 0.41% of 330,000 active; AID 485272, 2010;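 active = percent inhibition above a cutoff equal to the mean of all tested compounds plus 3 SD, cut at about 15% in these data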;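 also: 0% = PAD4 with RCA probe and DMSO and 100% = probe without PAD4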
# Target sequence (Q9UM07 whole entry, looked up): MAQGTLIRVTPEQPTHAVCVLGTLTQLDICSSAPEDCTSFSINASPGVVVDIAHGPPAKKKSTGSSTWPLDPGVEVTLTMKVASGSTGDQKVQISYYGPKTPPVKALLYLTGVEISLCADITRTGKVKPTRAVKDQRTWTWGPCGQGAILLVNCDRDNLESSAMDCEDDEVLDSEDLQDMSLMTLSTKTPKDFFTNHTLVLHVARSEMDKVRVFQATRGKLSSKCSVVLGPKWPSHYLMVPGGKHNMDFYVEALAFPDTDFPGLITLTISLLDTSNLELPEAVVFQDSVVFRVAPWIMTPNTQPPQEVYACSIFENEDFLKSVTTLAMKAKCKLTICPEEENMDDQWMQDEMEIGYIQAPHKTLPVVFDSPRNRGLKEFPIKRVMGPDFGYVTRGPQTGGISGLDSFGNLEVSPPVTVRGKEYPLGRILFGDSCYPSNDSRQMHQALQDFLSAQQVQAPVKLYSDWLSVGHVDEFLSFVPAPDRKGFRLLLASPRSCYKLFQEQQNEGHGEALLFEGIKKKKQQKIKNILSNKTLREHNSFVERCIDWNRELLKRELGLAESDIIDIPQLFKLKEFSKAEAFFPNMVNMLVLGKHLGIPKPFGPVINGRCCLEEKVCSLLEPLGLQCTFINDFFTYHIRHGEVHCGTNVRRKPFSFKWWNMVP
# EBNA-1 inhibitor – EBNA-1 DNA-binding inhibitors, primary screen, biochemical, fluorescence polarization | inhibition, % at 14.8 µM | 0.34% of 300,000 active; in the data active = inhibition above about 28%
# PAFAH2 FP inh – PAFAH2 enzyme inhibitors, primary screen, biochemical, fluorescence polarization, human. AID 492956, 2010. 0.99% of 340,000 active. Platelet-activating factor acetylhydrolase 2, cytoplasmic (Homo sapiens), Q99487. recombinant PAFAH2, FP-rhodamine activity probe. inhibition, % at 3.39 µM;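 active = inhibition above the mean over all tested compounds plus 3 SD, cut at about 30% in these data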;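 also: inhibitors block probe labeling of enzyme so polarization drops; 0% = enzyme with DMSO and 100% = wells lacking PAFAH2 protein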
# GSTO1 inh – inhibitors of recombinant GSTO1, primary screen, counter-screen for RBBP9 inhibitor project, biochemical, fluorescence polarization. Glutathione S-transferase omega-1 (Homo sapiens), P78417. activity-based probe fluorescence polarization. inhibition, % at 5.96 µM. 1.1% of 300,000 active;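 active = inhibition above the campaign mean inhibition plus 3 SD, cut at about 35% in these data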;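 also: 0% = GSTO1-1 with DMSO and 100% = wells lacking GSTO1-1 enzyme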
# Target sequence (P78417 whole entry, looked up): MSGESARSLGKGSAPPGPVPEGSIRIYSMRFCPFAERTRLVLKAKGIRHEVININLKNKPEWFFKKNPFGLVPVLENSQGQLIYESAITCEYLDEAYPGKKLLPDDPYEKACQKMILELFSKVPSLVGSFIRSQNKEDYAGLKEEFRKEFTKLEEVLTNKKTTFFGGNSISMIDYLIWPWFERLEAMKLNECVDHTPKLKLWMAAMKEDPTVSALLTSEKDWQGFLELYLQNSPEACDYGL
# LYPLA1 inh – LYPLA1 inhibitors, primary screen, counter-screen for PME1 inhibitor project, biochemical, fluorescence polarization, FP-Rh probe ABPP; recombinant LYPLA1; AID 2174, 2009; 0.16% of 320,000 active; inhibition, % at 5.9 µM; Acyl-protein thioesterase 1 (Homo sapiens), O75608;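 active = inhibition above the mean of all tested compounds plus 3 SD, set per campaign, cut at about 14% in these data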;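 also: inhibitors block serine hydrolase probe labeling of LYPLA1 so polarization falls; 0% = enzyme with DMSO and 100% = wells lacking LYPLA1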
# ZTA counter – blocks Epstein-Barr virus ZTA, an EBNA-1 counter-screen. P03206. ZTA-DNA binding, fluorescence polarization. inhibition, % at 11 µM. 0.15% of 320,000 active; in the data active = inhibition above about 33%
# PAFAH1B3 inh – PAFAH1B3 enzyme inhibitors, primary screen, biochemical, fluorescence polarization, human; 0.28% of 340,000 active; inhibition, % at 3.39 µM; recombinant PAFAH1B3, FP-rhodamine probe;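 active = inhibition above the screen-wide average of all tested compounds plus 3 SD, cut at about 25% in these data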;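 also: 0% = enzyme with DMSO only and 100% = wells lacking PAFAH1B3 protein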
# LYPLA2 inh – LYPLA2 inhibitors, primary screen, counter-screen for PME1 inhibitor project, biochemical, fluorescence polarization, FP-Rh probe ABPP; Acyl-protein thioesterase 2 (Homo sapiens), O95372; recombinant LYPLA2; inhibition, % at 5.9 µM; 0.38% of 320,000 active; AID 2177, 2009;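 active = inhibition above the screen-wide mean plus 3 SD, limit set per campaign, cut at about 26% in these data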;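 also: 0% = LYPLA2 with DMSO and 100% = wells lacking LYPLA2 enzyme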
# PREPL inhibitor – PREPL enzyme inhibitors, primary screen, biochemical, fluorescence polarization; recombinant PREPL, fluorescence polarization activity-based probe; inhibition, % at 5.96 µM; AID 2751, 2010; 0.68% of 320,000 active; Prolyl endopeptidase-like (Homo sapiens), Q4J6C6; in the data active = inhibition above about 43%;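 also: 0% = enzyme with DMSO and 100% = wells lacking enzyme; many of its hits are not listed in these tables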
# An asterisk follows results filed as active; x = not tested or not shown.
canonical_smiles,PAD4 FP inh,EBNA-1 inhibitor,PAFAH2 FP inh,GSTO1 inh,LYPLA1 inh,ZTA counter,PAFAH1B3 inh,LYPLA2 inh,PREPL inhibitor
CN(C)CCC(O)(c1ccccc1)c1ccccc1,0,-9,8,7,0,-9,10,3,16
CCOC(=O)Nc1ccc2c(c1)N(C(=O)CCN1CCOCC1)c1ccccc1S2=O (stereo not drawn),-5,-12,-4,-12,-1,-10,7,4,-9
CCOc1ccc(S(=O)(=O)N2CCN(Cc3ccccc3)CC2)c2cccnc12,0,9,-3,4,5,-2,-4,9,3
CCCCOC(=O)/C(=C/C=C/c1ccccc1)NC(=O)c1ccccc1,2,6,x,-6,-3,-21,x,-6,-13
COc1ccc(CNC(=O)C(=O)NCC2CCCN2S(=O)(=O)c2ccccc2)cc1 (stereo not drawn),-1,-4,4,7,0,12,4,3,1
Cc1ccccc1OCCSc1nnc(-c2cccnc2)n1N,0,12,-5,0,-2,-7,-1,4,7
Nc1ccccc1NC(=O)CCn1c(=S)[nH]c2ccccc2c1=O,2,0,-1,5,-1,5,9,-1,-2
CCC(CC)c1nnc(NC(=O)[C@@H](NC(=O)c2cccc(C)c2)C(C)C)s1,0,3,1,-2,1,-2,2,-2,-6
Cc1ccc(S(=O)(=O)N/N=C\C=C\c2ccccc2)cc1,-4,3,-4,8,-1,-25,5,3,-1
COc1ccccc1-n1nnnc1SCC(=O)Nc1cc(C)on1,-4,4,1,-1,0,12,14,-6,-4
CC(=O)Nc1cccc(-c2nc3ccc(NC(C)=O)cc3[nH]2)c1,-1,2,1,-9,1,-4,3,-1,0
O=C(CN1C(=O)/C(=C\c2ccc(F)cc2)Oc2ccccc21)NCc1ccco1,6,9,1,-1,2,-11,7,2,-1
COc1cccc(NC(=O)C2(S(=O)(=O)c3ccc(Cl)cc3)CC2)c1,4,15,-2,2,0,-4,9,-1,20
Cn1c(C(O)C(O)c2ccccc2)nc2ccccc21 (stereo not drawn),-2,-3,-2,-1,4,-9,6,4,-1
O=C(Cn1nnc(-c2ccc(F)cc2)n1)OCC(=O)c1ccccc1,-3,-2,-1,2,-2,4,3,9,-4
Cc1ccc(C(=O)NNC(=O)C2CCN(c3ncccn3)CC2)cc1,3,-4,-4,9,2,-5,5,7,13
O=C(CCN1C(=O)/C(=C/c2ccccc2)SC1=S)NCCCN1CCOCC1,-16,3,-3,10,-4,-16,-1,-9,-15
Nn1c(SCC(=O)Nc2ccc(F)cc2)nnc1C1CCCCC1,-2,10,0,8,-1,-2,5,-2,-6
CCc1cc(CC)c(/C=N/NC(N)=O)c(CC)c1/C=N/NC(N)=O,-4,-10,5,-6,2,1,2,2,-11
CC1(C)Cc2nc(Cl)c(C(=O)O)cc2CO1,4,-15,x,-12,-1,-2,x,0,9
CCOc1ccc2cc(/C=C/C(=O)c3ccco3)c(Cl)nc2c1,0,15,0,-4,-3,-2,4,-7,-4
CCc1cc(C(=O)N(CC)CC(=O)Nc2ccc(OC)cc2)sc1C,-1,x,-2,x,-2,1,9,-6,8
CCCCN1C(=O)NC(c2cccc([N+](=O)[O-])c2)C(C(=O)OCC)=C1C (stereo not drawn),-3,3,2,6,1,7,8,0,-6
Cc1ncc(CN2CCCC(C(=O)Nc3ccc(-c4cccc(F)c4)cc3)C2)n1C (stereo not drawn),-3,3,5,-3,-3,3,5,10,43
O=C(OCc1c(-c2ccccc2)ncc2ccccc12)c1cccc(Br)c1,-3,x,-2,x,-2,-10,-7,-2,-1
O=C(NCCN1CCOCC1)/C(=C/c1ccc(F)cc1)NC(=O)c1ccccc1,0,-18,-7,6,-1,-9,14,2,15
N=c1c(C(=O)NC2CCCCC2)cc2c(=O)n3ccccc3nc2n1CCc1ccccc1,-6,8,5,3,-2,-3,0,-4,17
CC(=O)c1c(C)[nH]c(C(=O)CSc2nnc(C)s2)c1C,2,6,6,5,-3,7,4,0,8
Cc1ccc2[nH]c3c(c2c1)CN(C(C)C)CC3,0,11,3,-3,0,-9,14,7,31
O=C(O)/C(=C\c1cccs1)Sc1nnc(-c2ccc(F)cc2)o1,-1,5,4,34,3,-8,5,9,-5

# Whole records as entered above:
# `O=C(NCCN1CCOCC1)/C(=C/c1ccc(F)cc1)NC(=O)c1ccccc1` as listed: PAD4 FP inh: 0; EBNA-1 inhibitor: -18; PAFAH2 FP inh: -7; GSTO1 inh: 6; LYPLA1 inh: -1; ZTA counter: -9; PAFAH1B3 inh: 14; LYPLA2 inh: 2; PREPL inhibitor: 15
# `CCc1cc(C(=O)N(CC)CC(=O)Nc2ccc(OC)cc2)sc1C` as listed: PAD4 FP inh: -1; EBNA-1 inhibitor: x; PAFAH2 FP inh: -2; GSTO1 inh: x; LYPLA1 inh: -2; ZTA counter: 1; PAFAH1B3 inh: 9; LYPLA2 inh: -6; PREPL inhibitor: 8

# 5 compounds out of the list, sorted by heavy-atom count, ascending.
canonical_smiles,PAD4 FP inh,EBNA-1 inhibitor,PAFAH2 FP inh,GSTO1 inh,LYPLA1 inh,ZTA counter,PAFAH1B3 inh,LYPLA2 inh,PREPL inhibitor
CC(=O)c1c(C)[nH]c(C(=O)CSc2nnc(C)s2)c1C,2,6,6,5,-3,7,4,0,8
O=C(O)/C(=C\c1cccs1)Sc1nnc(-c2ccc(F)cc2)o1,-1,5,4,34,3,-8,5,9,-5
COc1cccc(NC(=O)C2(S(=O)(=O)c3ccc(Cl)cc3)CC2)c1,4,15,-2,2,0,-4,9,-1,20
Cc1ccc(C(=O)NNC(=O)C2CCN(c3ncccn3)CC2)cc1,3,-4,-4,9,2,-5,5,7,13
CCOc1ccc(S(=O)(=O)N2CCN(Cc3ccccc3)CC2)c2cccnc12,0,9,-3,4,5,-2,-4,9,3

# (list continues)
# The line under a structure holds: PAD4 FP inh | EBNA-1 inhibitor | PAFAH2 FP inh | GSTO1 inh | LYPLA1 inh | ZTA counter | PAFAH1B3 inh | LYPLA2 inh | PREPL inhibitor
CCCCc1ccc(/C=C2\C(=O)c3ccccc3C(O)=C2C(=O)OCC)cc1
  -43 | -7 | x | 12 | -1 | 12 | x | 2 | 10
CCOC(=O)C1=NNC2(CC(=O)N(c3cccc(C)c3)C2=O)C1 (stereo not drawn)
  3 | -2 | 1 | 2 | 0 | -3 | -5 | -4 | -4
CC(=O)Nc1ccc(CN2CCN(C3CCCCC3)C(CCO)C2)cc1 (stereo not drawn)
  -1 | 4 | -5 | 9 | 3 | -6 | 1 | -2 | -1
CC(C)Oc1ccc(S(=O)(=O)N2CCOCC2)cc1NC(=O)C1CCCC1
  -5 | x | 1 | x | 1 | -16 | 3 | 2 | 0
Cc1sc[n+](CC(=O)c2ccc(Br)cc2)c1C
  0 | 6 | 8 | -2 | 1 | 10 | 13 | 5 | 25
N#C/C(=C\c1c(N2CCC(C(N)=O)CC2)nc2ccccn2c1=O)S(=O)(=O)c1ccc(Cl)cc1
  -3 | 0 | 10 | -1 | -5 | -13 | 3 | -31 | 6
S=c1[nH]nc(-c2ccccc2)n1C1C=CCCC1 (stereo not drawn)
  -3 | 10 | 3 | 0 | -4 | 9 | -3 | 4 | 8
Cc1ccc(S(=O)(=O)N2CCOCC2)cc1C(=O)N1C(=O)c2cccc(N)c2C1=O
  4 | 11 | -16 | -5 | -1 | 7 | 5 | -10 | 2
CNCc1ccccc1OCc1ccc(F)cc1
  -4 | 10 | 6 | -2 | -6 | -9 | 10 | -4 | -84
Cc1cccc(CN2C[C@]34CC[C@@H](C[C@@H]3S2(=O)=O)O4)c1
  5 | 12 | 0 | 2 | 3 | 16 | 6 | -3 | 7
COC(=O)c1ccc2nc(C)c(C)nc2c1
  1 | 3 | -1 | 4 | 0 | -6 | 6 | 1 | 12
O=C(c1ccccc1)c1ccc(OCC(O)CNCc2ccc(Cl)cc2)cc1 (stereo not drawn)
  2 | -5 | 10 | 3 | 3 | -6 | 4 | 7 | -4
COC(=O)c1ccc(Cl)c(NC(=O)CSc2ncn[nH]2)c1
  5 | -1 | 3 | 9 | 2 | 6 | -1 | 2 | 3
COc1ccc(OC)c(N(CC(=O)NC2CC3CCC2C3)S(=O)(=O)c2ccccc2)c1 (stereo not drawn)
  3 | -11 | -14 | 5 | 5 | -11 | 5 | 3 | 7
CCC(C)[C@H](N)c1nnc(SCC(=O)Nc2ccc(C)cc2C)o1 (stereo partly drawn)
  -1 | 4 | 1 | 9 | -4 | 7 | 7 | -9 | -4
COc1ccc(Nc2nnc(SCC3CCCCO3)s2)cc1 (stereo not drawn)
  -4 | 4 | 4 | 2 | 2 | 1 | 2 | 6 | 8
COc1ccc(S(=O)(=O)N2CCOC2CNC(=O)C(=O)NCCCc2ccccc2)cc1 (stereo not drawn)
  -2 | 8 | 4 | 3 | -2 | -4 | 4 | 2 | 12
N#Cc1c(N)nc(SC2CCCCC2=O)c(C#N)c1-c1ccco1 (stereo not drawn)
  0 | 6 | 8 | -19 | 3 | -1 | -2 | 7 | 11
CCN(CC(=O)NCCC1=CCCCC1)S(=O)(=O)c1ccccc1
  0 | 4 | 2 | 0 | 1 | 5 | 0 | 6 | 5
Cc1ccccc1-n1nnnc1SCC(=O)NNC(=O)c1ccc(NC(=O)CC#N)cc1
  -5 | x | -7 | x | -5 | 17 | -1 | -8 | -4
O=C(O)COc1ccc(/C=C/C(=O)c2ccc(C3CCCCC3)cc2)cc1
  -1 | 1 | -7 | 2 | -1 | 17 | 6 | 12 | -7
Cc1c(NC(=O)c2cc(-c3cccs3)on2)c(=O)n(-c2ccccc2)n1C
  -3 | -13 | 4 | 3 | -3 | -13 | 1 | -2 | 10
Cc1ccccc1Nc1nc(N)nc(CSCC(=O)Nc2cccc(Br)c2)n1
  0 | -1 | -3 | -1 | -3 | -5 | 8 | -4 | -8
CCOc1ccc2nc(SCC(=O)NC(=O)NCc3ccco3)[nH]c2c1
  -3 | 0 | 9 | 3 | 4 | -10 | 2 | 3 | 5
O=C(CN1CCCC1)NC(=O)NC1CCCC1
  -1 | -3 | 1 | -5 | 0 | 3 | 3 | 5 | 21
COc1ccc(NC(=O)CN(C)C(=O)c2cccc(S(=O)(=O)N3CCN(Cc4ccccc4)CC3)c2)cc1
  -2 | 1 | -5 | 2 | 4 | 8 | -2 | 6 | 24
C[N+](C)(CCOc1ccccc1)Cc1ccccc1 (tested in a mixture with another compound)
  -2 | -6 | 3 | 3 | -3 | 4 | 6 | 2 | -18
CCNc1nc(SC(C)C(=O)Nc2ccccc2)nc(N2CCOCC2)n1 (stereo not drawn)
  6 | -6 | 7 | 7 | 4 | 0 | 4 | 1 | -1
COC(=O)C1=C(C(=O)OC)SC(=C2C(=S)C(C)(C)N(C(=O)C3CC3)c3ccccc32)S1
  14 | -6 | -1 | 22 | 3 | 12 | 6 | -1 | 16
CCCn1cnc2cc(NC(=O)c3ccco3)ccc21
  3 | -9 | 1 | 0 | 3 | 4 | -4 | 2 | 2

# Bioassay records from PubChem.

# These rows are one share of the data; count on the stated rates, not on these rows.
